High-throughput results: PubChem BioAssay, National Center for Advancing Translational Sciences (NCATS)
TCR activator = Activators of T cell receptors: qHTS campaign; primary human leukocytes, anti-CD3, IL-2 HTRF, 48 h; Potency, µM (doses to about 9.22 µM), for inactives: top-dose activation of IL-2 secretion, most hits filed as activators; AID 504894, 2011; 330,000 tested, under 10 active; active means well fitted activation curve with a large enough effect; inconclusive means small, poorly fitted or top-dose-only effect, or another doubt; inactive means no such curve, though single readings can be large or run the other way; further: % of control where 0% means no effect
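HTRF read-out of IL-2 secretion: europium cryptate donor excited at 320nm, d2 acceptor emission at 665nm. Cells were primary human leukocytes incubated 48 hr with compounds and a-CD3 beads, supplying TCR signal only.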
Giardia kill = Small Molecules that selectively kill Giardia lamblia: qHTS. activity change, % at 7.66 µM, hits read low. 0.15% of 340,000 active. AID 540267, 2011. Giardia lamblia trophozoite viability; in the data active means activity change below about -80%; inconclusive means between about -30% and that limit;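 further: parasites exposed to compound for two days anaerobically before the ATP read; on the % scale 0 is the no-effect control and ±100 the full control effect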
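Trophozoite viability was measured as ATP-dependent luminescence, read 15-30 min after reagent addition. Before that, parasites at 100 cells/well were exposed to compounds for 48 h, anaerobically, at 37 deg C.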
hERG WT inh = qHTS for Inhibitors of KCHN2 3.1: Wildtype qHTS; U2OS, BacMam KCNH2, thallium flux FluxOr; active compounds read low; 0.37% of 340,000 active; AID 720551, 2013; activity change, % at 1.84 µM; Voltage-gated inwardly rectifying potassium channel KCNH2 (Homo sapiens), Q12809;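 active means maximum activity change below -70%; inconclusive means maximum activity change between -70% and -50%; inactive means maximum activity change above -50%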; further: on the % scale 0 is the no-effect control and ±100 the full control effect
Target sequence (Q12809 whole entry, looked up): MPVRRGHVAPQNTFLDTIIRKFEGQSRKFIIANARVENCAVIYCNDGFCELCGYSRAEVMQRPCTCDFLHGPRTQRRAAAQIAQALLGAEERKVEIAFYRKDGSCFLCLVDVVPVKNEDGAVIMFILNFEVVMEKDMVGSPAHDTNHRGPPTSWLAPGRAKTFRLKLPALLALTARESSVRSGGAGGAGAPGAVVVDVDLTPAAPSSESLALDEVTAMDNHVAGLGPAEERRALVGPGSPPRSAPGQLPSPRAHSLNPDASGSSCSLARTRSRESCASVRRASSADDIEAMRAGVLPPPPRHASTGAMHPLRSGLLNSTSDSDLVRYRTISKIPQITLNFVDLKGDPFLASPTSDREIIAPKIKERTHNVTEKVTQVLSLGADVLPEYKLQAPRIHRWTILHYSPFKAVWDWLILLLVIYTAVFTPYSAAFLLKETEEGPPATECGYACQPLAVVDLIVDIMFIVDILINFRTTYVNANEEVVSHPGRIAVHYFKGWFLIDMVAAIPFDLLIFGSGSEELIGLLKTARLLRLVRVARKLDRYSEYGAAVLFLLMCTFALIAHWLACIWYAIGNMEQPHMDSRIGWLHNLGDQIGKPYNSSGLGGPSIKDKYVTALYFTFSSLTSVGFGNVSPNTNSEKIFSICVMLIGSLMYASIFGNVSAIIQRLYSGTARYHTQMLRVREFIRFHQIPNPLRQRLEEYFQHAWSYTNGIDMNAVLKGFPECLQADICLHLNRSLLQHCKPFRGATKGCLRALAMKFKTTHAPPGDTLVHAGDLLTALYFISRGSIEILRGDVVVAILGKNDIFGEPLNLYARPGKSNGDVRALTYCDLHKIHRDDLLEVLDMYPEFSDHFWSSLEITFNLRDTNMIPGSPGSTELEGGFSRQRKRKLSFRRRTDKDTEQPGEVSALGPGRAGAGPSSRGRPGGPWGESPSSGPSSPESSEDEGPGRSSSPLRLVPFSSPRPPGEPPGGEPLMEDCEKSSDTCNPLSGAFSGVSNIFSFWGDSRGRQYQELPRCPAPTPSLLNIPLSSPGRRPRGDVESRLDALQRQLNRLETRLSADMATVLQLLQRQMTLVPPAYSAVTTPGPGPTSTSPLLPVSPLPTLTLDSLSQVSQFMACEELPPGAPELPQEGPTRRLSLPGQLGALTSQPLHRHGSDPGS
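U2OS cells transduced with wild-type KCNH2 virus are loaded with FluxOr dye for 45 min, and thallium flux is measured in kinetic reads before and after stimulation buffer. Rate constants are normalized to DMSO controls.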
* marks the source's active call; other numbers are inactive results; [ ] = remark or other dose. Only part of the results is shown. The share of hits here may be higher or lower than overall.

Results for O=C1NC(=O)C2C1C1(Cl)C(Cl)=C(Cl)C2(Cl)C1(Cl)Cl (configuration not stated) ?
TCR activator: 4%; Giardia kill: 4; hERG WT inh: 4

What do the screens show for `Cc1cc(N(CCCl)CCCl)ccc1C=NNC(=O)Cc1cc(=O)oc2cc(O)ccc12`?
TCR activator: 13%; Giardia kill: -10; hERG WT inh: 2

Results for CC(=O)OC1CCC2(C)C3CCC4(C)C(OC(C)=O)CCC4C3C(C)C2(O)C1 (configuration not stated) ?
TCR activator: 10%; Giardia kill: -19; hERG WT inh: -3

How did COc1ccc(CN2Cc3cnnn3-c3ccccc3C2C#N)cc1 (configuration not stated) do in these assays?
TCR activator: 0%; Giardia kill: -22; hERG WT inh: 1

Results for CC1=CC2OC3CC4OC(=O)C=CC=CC(=O)OCCC(C)C(O)C(=O)OCC2(CC1)C4(C)C31CO1 (configuration not stated) ?
TCR activator: -1%; Giardia kill: inconclusive; hERG WT inh: 0

How did CN=C1CN(O)C(c2ccccc2)c2cc(Cl)ccc2N1 (configuration not stated) do in these assays?
TCR activator: -3%; Giardia kill: -1; hERG WT inh: 13

How did CC(CC(C)(C)N1CC1)=NNC(=O)Nc1cccc2ccccc12 do in these assays?
TCR activator: -1%; Giardia kill: 3; hERG WT inh: -15

How did O=[N+]([O-])c1ccc(OP(=O)(O)Oc2ccc([N+](=O)[O-])cc2)cc1 do in these assays?
TCR activator: 2%; Giardia kill: -5; hERG WT inh: 17

How did C[C@]12CCC3C(CC[C@@H]4C[C@@H](O)CC[C@]34C)C1CC[C@@H]2O (some centres not stated) do in these assays?
TCR activator: -2%; Giardia kill: 9; hERG WT inh: -1

What do the screens show for `CN(C)c1ccc(C=C2C(=O)NC(=S)NC2=O)cc1`?
TCR activator: -1%; Giardia kill: 8; hERG WT inh: 4

What do the screens show for `Cn1c(=O)oc(=O)c2ccccc21`?
TCR activator: -5%; Giardia kill: 21; hERG WT inh: 1

Results for COc1ccccc1-n1c(-c2ccccc2F)nc2ccccc2c1=O ?
TCR activator: 1%; Giardia kill: 4; hERG WT inh: -10

Results for COC(=O)C1=C(c2cccc(OC)c2OC)C[C@@H]2CC[C@H]1N2C(=O)NCc1cccc2ccccc12 ?
TCR activator: 2%; Giardia kill: -16; hERG WT inh: -4

How did Cc1ccc(N)cc1Cl do in these assays?
TCR activator: -2%; Giardia kill: 30[activator]; hERG WT inh: -25

Results for CC(CCN1CC1)=NNC(=O)Nc1cccc2ccccc12 ?
TCR activator: 0%; Giardia kill: -20; hERG WT inh: 4

How did COC(=O)C1=C(c2cccc(OC)c2OC)C[C@@H]2CC[C@H]1N2C(=O)NCCCOC(C)C do in these assays?
TCR activator: 0%; Giardia kill: 19; hERG WT inh: -3

What do the screens show for `COC(=O)C1=C(C(=O)OC)SC2(S1)C(C(=O)OC)=C(C(=O)OC)Sc1c2ssc1=O`?
TCR activator: 7%; Giardia kill: 2; hERG WT inh: -14

How did CC(=O)O/C(=C1\CC2C3CC=C4CC(OC(C)=O)CCC4(C)C3CCC2(C)C1=O)C(F)(F)F (configuration not stated) do in these assays?
TCR activator: -2%; Giardia kill: -5; hERG WT inh: -7

How did c1ccc(CNC2CCCCCCC2)cc1 (tested in a mixture with another compound) do in these assays?
TCR activator: 6%; Giardia kill: 16; hERG WT inh: 36

How did COC(=O)C1=C(c2ccc(S(C)(=O)=O)cc2)C[C@@H]2CC[C@H]1N2C(=O)N1CCCCC1 do in these assays?
TCR activator: -4%; Giardia kill: 7; hERG WT inh: 0

Reprinted at random: four records from the list, in no set order.
How did C[C@]12CCC3C(CC[C@@H]4C[C@@H](O)CC[C@]34C)C1CC[C@@H]2O (some centres not stated) do in these assays?
TCR activator: -2%; Giardia kill: 9; hERG WT inh: -1

How did COC(=O)C1=C(c2cccc(OC)c2OC)C[C@@H]2CC[C@H]1N2C(=O)NCCCOC(C)C do in these assays?
TCR activator: 0%; Giardia kill: 19; hERG WT inh: -3

How did CC(CC(C)(C)N1CC1)=NNC(=O)Nc1cccc2ccccc12 do in these assays?
TCR activator: -1%; Giardia kill: 3; hERG WT inh: -15

What do the screens show for `CN(C)c1ccc(C=C2C(=O)NC(=S)NC2=O)cc1`?
TCR activator: -1%; Giardia kill: 8; hERG WT inh: 4

Back to the main list, starting 3 compounds before the break.
How did CC(=O)O/C(=C1\CC2C3CC=C4CC(OC(C)=O)CCC4(C)C3CCC2(C)C1=O)C(F)(F)F (configuration not stated) do in these assays?
TCR activator: -2%; Giardia kill: -5; hERG WT inh: -7

How did c1ccc(CNC2CCCCCCC2)cc1 (tested in a mixture with another compound) do in these assays?
TCR activator: 6%; Giardia kill: 16; hERG WT inh: 36

How did COC(=O)C1=C(c2ccc(S(C)(=O)=O)cc2)C[C@@H]2CC[C@H]1N2C(=O)N1CCCCC1 do in these assays?
TCR activator: -4%; Giardia kill: 7; hERG WT inh: 0

What do the screens show for `COC(=O)C1=C(c2cc3ccccc3s2)C[C@@H]2CC[C@H]1N2C(=O)N1CCCC1`?
TCR activator: 5%; Giardia kill: 30; hERG WT inh: -3

Results for CC(C)(C)C(=O)N1Cc2cnnn2-c2ccccc2C1C#N (configuration not stated) ?
TCR activator: -3%; Giardia kill: 23; hERG WT inh: 5

What do the screens show for `COC(=O)C1=C(c2cc3ccccc3s2)C[C@@H]2CC[C@H]1N2C(=O)NCc1ccc(C(F)(F)F)cc1`?
TCR activator: -8%; Giardia kill: 0; hERG WT inh: 2

What do the screens show for `COC(COC(N)=O)C1=C(N2CC2)C(=O)C(C)=C(N2CC2)C1=O` (configuration not stated)?
TCR activator: 0%; Giardia kill: inconclusive; hERG WT inh: -21

How did CCOP(=S)(OCC)SCSP(=S)(OCC)OCC do in these assays?
TCR activator: 3%; Giardia kill: -23; hERG WT inh: -2

Results for CC1CC2(C)C(=CC1=O)CCC1C3CCC(C)(O)C3(C)CC3OC312 (configuration not stated) ?
TCR activator: 4%; Giardia kill: -17; hERG WT inh: -12

Results for COC(=O)C1=C(c2cc3ccccc3o2)C[C@@H]2CC[C@H]1N2C(=O)NCc1ccc(C(F)(F)F)cc1 ?
TCR activator: -8%; Giardia kill: -1; hERG WT inh: -1

Results for CC(=O)OC1CCC2(C)C(CC(=O)C3C2CCC2(C)C(OC(C)=O)CCC32)C1 (configuration not stated) ?
TCR activator: -2%; Giardia kill: -6; hERG WT inh: 9

Results for O=C1NC(=S)NC(=O)C1Cc1ccccc1O ?
TCR activator: -73%; Giardia kill: -2; hERG WT inh: -11

Results for COC(=O)C1=C(c2cc3ccccc3s2)C[C@@H]2CC[C@H]1N2C(=O)NCCO ?
TCR activator: 0%; Giardia kill: 27; hERG WT inh: -11

How did CC(=O)C1C(N2CC2)CC2C3CC=C4CC(O)CCC4(C)C3CCC21C (configuration not stated) do in these assays?
TCR activator: 0%; Giardia kill: 5; hERG WT inh: 0

How did COCOC1CCC2C3CCC4=CC(=O)CCC4=C3C=CC12C (configuration not stated) do in these assays?
TCR activator: -1%; Giardia kill: -6; hERG WT inh: -2

What do the screens show for `CC(=O)OC12COC1CC(O)C1(C)C(=O)C(O)C3=C(C)C(O)CC(O)(C(OC(=O)c4ccccc4)C21)C3(C)C` (configuration not stated)?
TCR activator: 3%; Giardia kill: 7; hERG WT inh: -45

What do the screens show for `CC1=CC(O)C(O)C2(C)C1CC1OC(=O)CC3C(C)C(O)C(=O)C2C13CO` (configuration not stated)?
TCR activator: 0%; Giardia kill: -5; hERG WT inh: -15

How did Cc1ccc(OP(=O)(O)Oc2ccc(C)cc2)cc1 do in these assays?
TCR activator: 1%; Giardia kill: -3; hERG WT inh: -7

How did CC(C)C(NC(=O)C(C(C)C)N(C)C)C(=O)N(C)C(C(=O)N1CCCC1C(=O)N1CCCC1C(=O)NCc1ccccc1)C(C)C (configuration not stated) do in these assays?
TCR activator: -35%; Giardia kill: 7; hERG WT inh: -2

Results for CC1CN(c2ccccn2)C(C)CN1C(=O)C(O)(c1ccccc1)c1ccccc1 (configuration not stated) ?
TCR activator: 0%; Giardia kill: -7; hERG WT inh: 3

What do the screens show for `CCC(C)C1NC(=O)C(NC(=O)C(CC(C)C)N(C)C(=O)C2CCCN2C(=O)C(C)O)C(C)OC(=O)C(Cc2ccc(OC)cc2)N(C)C(=O)C2CCCN2C(=O)C(CC(C)C)NC(=O)[C@H](C)C(=O)[C@H](C(C)C)OC(=O)CC1O` (some centres not stated)?
TCR activator: -1%; Giardia kill: -1; hERG WT inh: -4

What do the screens show for `CC1([N+](=O)[O-])COP(=O)(Nc2cccc(Br)c2)OC1` (configuration not stated)?
TCR activator: 3%; Giardia kill: -3; hERG WT inh: -12

Results for Cc1[nH]nc2ccc(-c3cncc(OC[C@@H](N)Cc4c[nH]c5ccccc45)c3)cc12 ?
TCR activator: -1%; Giardia kill: -8; hERG WT inh: -8

What do the screens show for `O=C(NP(=O)(N1CC1)N1CC1)c1cc(I)ccc1I`?
TCR activator: 2%; Giardia kill: 0; hERG WT inh: -1

How did Cc1ccc(N)cc1C do in these assays?
TCR activator: 8%; Giardia kill: 5; hERG WT inh: 2

Results for COC[C@]12CN(C)C3C4[C@H](OC)[C@H]1C3([C@@H](OC)C[C@H]2O)[C@@H]1C[C@@]2(O)[C@H](OC(=O)c3ccccc3)[C@@H]1[C@]4(OC(C)=O)[C@@H](O)[C@@H]2OC ?
TCR activator: 7%; Giardia kill: -12; hERG WT inh: 1

Results for O=C1NC(=O)C(C2CCCCCC2)C(=O)N1 ?
TCR activator: 3%; Giardia kill: 4; hERG WT inh: -3

Results for COC(=O)C1=C(c2cccc(OC)c2OC)C[C@@H]2CC[C@H]1N2C(=O)N1CCCC1 ?
TCR activator: 10%; Giardia kill: inconclusive; hERG WT inh: -24

How did CCCC(=O)NC1=C(N2CC2)C(=O)C(NC(=O)CCC)=C(N2CC2)C1=O do in these assays?
TCR activator: 2%; Giardia kill: 4; hERG WT inh: -1

How did CCOC(=O)CC(SP1(=S)OCC2(CC=CCC2)CO1)C(=O)OCC (configuration not stated) do in these assays?
TCR activator: -1%; Giardia kill: -13; hERG WT inh: 3

How did CCS(=O)(=O)NC(C)c1nnc2n1-c1ccc(Br)cc1C(c1ccccc1Cl)=NC2 (configuration not stated) do in these assays?
TCR activator: 6%; Giardia kill: -20; hERG WT inh: -3

Results for O=C1CC(=O)N(c2ccccc2)C(=O)N1 ?
TCR activator: 2%; Giardia kill: -6; hERG WT inh: -5

What do the screens show for `CC12Cc3cnoc3C=C1CCC1C2CCC2(C)C1CCC2(C)O` (configuration not stated)?
TCR activator: 6%; Giardia kill: -12; hERG WT inh: -11

How did CCN(CCCl)c1cc(CN(C)C)cc(NC(=O)c2ccc(C(=O)Nc3cc(CN(C)C)cc(N(CC)CCCl)c3)cc2)c1 do in these assays?
TCR activator: -1%; Giardia kill: 3; hERG WT inh: -10

Results for COC(=O)C1=C(c2ccccc2)C[C@@H]2CC[C@H]1N2C(=O)NCc1ccc(C(F)(F)F)cc1 ?
TCR activator: -6%; Giardia kill: 24; hERG WT inh: 4

Results for CC(=NNC(=S)N1CC2CCC(CC2)C1)c1nccs1 ?
TCR activator: 1%; Giardia kill: -6; hERG WT inh: -18

Results for CC[C@@H](CO)C1CC2NC3CC4(c5ccccc5N(C)[C@@H]24)C(O)C31 (some centres not stated) ?
TCR activator: -4%; Giardia kill: 2; hERG WT inh: 7

How did CC[C@H]1CN2CCC1C[C@@H]2[C@@H](O)c1ccnc2ccc(OC)cc12 (some centres not stated) do in these assays?
TCR activator: 1%; Giardia kill: 13; hERG WT inh: 15

How did CC1(C)NC(=O)[C@H]2CCCN21 do in these assays?
TCR activator: 4%; Giardia kill: -6; hERG WT inh: -7

Results for CC(=O)C1CCC2C3CCC4CC(O)CCC4(C)C3C(O)CC12C (configuration not stated) ?
TCR activator: 1%; Giardia kill: 2; hERG WT inh: 3

Results for CCN(CC)c1ccc(/C=C2\C(=O)NC(=S)N(c3ccc(OC)cc3OC)C2=O)o1 ?
TCR activator: 0%; Giardia kill: -4; hERG WT inh: -4

Results for CCOC(=O)[C@]12Cc3cc4c(cc3[C@H]1N(Cc1ccccc1)C(=O)c1ccccc12)OCO4 ?
TCR activator: -4%; Giardia kill: -10; hERG WT inh: 0

How did Cc1c(NS(=O)(=O)c2ccccc2)ccc([N+](=O)[O-])c1Cl do in these assays?
TCR activator: 2%; Giardia kill: 6; hERG WT inh: -2

What do the screens show for `CN1C(=O)NC(=O)C2(CCCC2)C1=O`?
TCR activator: 6%; Giardia kill: 10; hERG WT inh: -5

How did CCOC(=O)[C@]12Cc3c(cc(OC)c(OC)c3OC)[C@H]1N(Cc1ccccc1)C(=O)c1ccccc12 do in these assays?
TCR activator: -1%; Giardia kill: -14; hERG WT inh: 3

What do the screens show for `CCC1C(c2cc(OC)c(OC)c(OC)c2)c2cc3c(cc2OC1N1CCCC1)OCO3` (configuration not stated)?
TCR activator: -8%; Giardia kill: 11; hERG WT inh: -44
